LYPLA1 counter – LYPLA1 (human) inhibition in PME1 counter-screen. actives 0.16% (n = 320,000). AID 2174. recombinant LYPLA1, FP-Rh probe fluorescence polarization. inhibition, % at 5.9 µM. O75608;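 active = inhibition above the mean of all tested compounds plus 3 SD, set per campaign, cut at about 14% in these data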;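 also: inhibitors block serine hydrolase probe labeling of LYPLA1 so polarization falls; 0% = enzyme with DMSO and 100% = wells lacking LYPLA1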
PAD4 FP inh – PAD4 (human) enzyme inhibition | Q9UM07 | recombinant PAD4, RCA probe fluorescence polarization | inhibition, % at 6.36 µM | actives 0.41% (n = 330,000) | AID 485272;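 active = percent inhibition above a cutoff equal to the mean of all tested compounds plus 3 SD, cut at about 15% in these data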;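 also: 0% = PAD4 with RCA probe and DMSO and 100% = probe without PAD4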
PME-1 primary – blocks human protein phosphatase methylesterase 1 | Q9Y570 | recombinant PME-1, FP-Rh probe fluorescence polarization | inhibition, % at 5.9 µM | actives 0.53% (n = 320,000);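 active = inhibition above the campaign mean of all compounds plus 3 SD, cut at about 26% in these data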;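 also: competitive labeling of PME-1 active site by serine hydrolase directed probe; 0% = PME-1 with DMSO and 100% = wells lacking PME-1 enzyme; inhibitors block probe labeling so polarization falls and inhibition rises; many of its hits are not listed in these tables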
Target sequence (Q9Y570 whole entry, looked up): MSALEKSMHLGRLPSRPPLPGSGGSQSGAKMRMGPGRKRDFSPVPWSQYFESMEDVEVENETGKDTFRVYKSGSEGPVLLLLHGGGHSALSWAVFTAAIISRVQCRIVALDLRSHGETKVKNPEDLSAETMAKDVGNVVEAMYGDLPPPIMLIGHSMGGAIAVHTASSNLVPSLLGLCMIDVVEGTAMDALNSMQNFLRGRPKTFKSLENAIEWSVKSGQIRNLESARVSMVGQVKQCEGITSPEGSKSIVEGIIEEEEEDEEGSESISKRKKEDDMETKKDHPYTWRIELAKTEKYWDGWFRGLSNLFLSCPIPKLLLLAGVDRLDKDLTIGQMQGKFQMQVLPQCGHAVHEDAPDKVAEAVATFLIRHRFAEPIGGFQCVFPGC
PAFAH1B2 FP inh – blocks human PAF acetylhydrolase 1b catalytic subunit 2 | P68402 | recombinant PAFAH1B2, FP-rhodamine activity probe, fluorescence polarization | inhibition, % at 3.39 µM | actives 1.2% (n = 340,000);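 active = inhibition above the mean of all tested compounds plus 3 SD, cut at about 24% in these data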;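 also: 0% = enzyme with DMSO and 100% = wells lacking PAFAH1B2; many of its hits are not listed in these tables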
Target sequence (P68402 whole entry, looked up): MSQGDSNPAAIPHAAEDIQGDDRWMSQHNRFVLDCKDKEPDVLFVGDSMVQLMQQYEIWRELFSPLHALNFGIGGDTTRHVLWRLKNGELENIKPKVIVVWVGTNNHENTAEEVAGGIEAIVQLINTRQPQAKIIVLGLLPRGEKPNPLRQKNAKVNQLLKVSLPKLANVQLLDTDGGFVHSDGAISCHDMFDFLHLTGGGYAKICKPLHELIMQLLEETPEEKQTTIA
pPAFAH FP inh – pPAFAH (human) enzyme inhibition; Q13093; recombinant pPAFAH, FP-rhodamine probe fluorescence polarization; inhibition, % at 3.39 µM; actives 1.5% (n = 330,000); AID 463082;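 active = inhibition above the mean inhibition across the screen plus 3 SD, cut at about 25% in these data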;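 also: inhibitors block binding of the rhodamine activity-based probe so polarization drops; 0% = enzyme with DMSO and 100% = wells lacking pPAFAH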
Target sequence (Q13093 whole entry, looked up): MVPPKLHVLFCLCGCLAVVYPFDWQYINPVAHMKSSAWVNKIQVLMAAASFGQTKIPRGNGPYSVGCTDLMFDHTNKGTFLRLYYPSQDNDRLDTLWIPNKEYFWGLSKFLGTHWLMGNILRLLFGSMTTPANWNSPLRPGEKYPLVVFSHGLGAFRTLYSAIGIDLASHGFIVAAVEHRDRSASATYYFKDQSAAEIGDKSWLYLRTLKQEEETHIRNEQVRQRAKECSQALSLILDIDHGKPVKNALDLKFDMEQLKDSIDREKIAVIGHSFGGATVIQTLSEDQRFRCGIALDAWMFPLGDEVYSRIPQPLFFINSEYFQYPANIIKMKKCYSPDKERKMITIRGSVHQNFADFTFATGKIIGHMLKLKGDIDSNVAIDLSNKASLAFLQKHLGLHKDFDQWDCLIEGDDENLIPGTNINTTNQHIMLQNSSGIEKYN
Fam108B inh – counter-screen for RBBP9 inhibitors: inhibitors of mouse Fam108B. inhibition, % at 9.51 µM. actives 0.33% (n = 300,000). recombinant Fam108B, FP-Rh probe fluorescence polarization;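 active = inhibition above the screen mean inhibition plus 3 SD, computed separately per campaign, cut at about 18% in these data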;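 also: inhibitors lower polarization as less probe binds the enzyme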
GSTO1 inh – blocks human GSTO1 in RBBP9 counter-screen | actives 1.1% (n = 300,000) | inhibition, % at 5.96 µM | AID 1974 | recombinant GSTO1, activity-based probe fluorescence polarization | P78417;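 active = inhibition above the campaign mean inhibition plus 3 SD, cut at about 35% in these data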;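 also: 0% = GSTO1-1 with DMSO and 100% = wells lacking GSTO1-1 enzyme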
PAFAH1B3 inh – inhibitors of human PAFAH1B3. recombinant PAFAH1B3, FP-rhodamine probe, fluorescence polarization. Q15102. actives 0.28% (n = 340,000). inhibition, % at 3.39 µM;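 active = inhibition above the screen-wide average of all tested compounds plus 3 SD, cut at about 25% in these data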;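 also: 0% = enzyme with DMSO only and 100% = wells lacking PAFAH1B3 protein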
PAFAH2 FP inh – inhibitors of human PAFAH2. Q99487. recombinant PAFAH2, FP-rhodamine activity probe, fluorescence polarization. inhibition, % at 3.39 µM. actives 0.99% (n = 340,000). AID 492956;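 active = inhibition above the mean over all tested compounds plus 3 SD, cut at about 30% in these data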;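 also: inhibitors block probe labeling of enzyme so polarization drops; 0% = enzyme with DMSO and 100% = wells lacking PAFAH2 protein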
Numbers without * were called inactive. Some of the compounds tested; the hit share may differ from the screen's.

Screening Cc1cccc(-c2cc3c(nn2)-c2ccccc2C3=O)c1 returned LYPLA1 counter 0, PAD4 FP inh -15, PME-1 primary 11, PAFAH1B2 FP inh -2, pPAFAH FP inh 4, Fam108B inh 6, GSTO1 inh 23, PAFAH1B3 inh 1 and PAFAH2 FP inh 15.
Cc1nc(-c2cn[nH]c2-c2ccc(O)cc2O)cs1 was read as LYPLA1 counter 1, PAD4 FP inh 2, PME-1 primary -2, PAFAH1B2 FP inh 3, pPAFAH FP inh 1, Fam108B inh 0, GSTO1 inh 6, PAFAH1B3 inh -3 and PAFAH2 FP inh -5.
Screening COc1ccc(CCNC(=O)CC2Nc3cc(C)c(C)cc3NC2=O)cc1OC (centres undefined) returned LYPLA1 counter 1, PAD4 FP inh -4, PME-1 primary 4, PAFAH1B2 FP inh 5, pPAFAH FP inh 8, Fam108B inh 4, GSTO1 inh -2, PAFAH1B3 inh 3 and PAFAH2 FP inh -2.
`CC(O)CNCCCOc1ccc(Cl)cc1C(C)(C)C` (centres undefined) gave LYPLA1 counter -2, PAD4 FP inh 2, PME-1 primary -1, PAFAH1B2 FP inh -1, pPAFAH FP inh 0, Fam108B inh 0, GSTO1 inh -14, PAFAH1B3 inh 6 and PAFAH2 FP inh -6.
For CCC(C(=O)NC1CC1)n1nc(C)c2c(C)n(-c3ccccc3)nc2c1=O (centres undefined) the results were LYPLA1 counter 1, PAD4 FP inh -4, PME-1 primary -3, PAFAH1B2 FP inh 2, pPAFAH FP inh 2, Fam108B inh 4, GSTO1 inh -1, PAFAH1B3 inh 3 and PAFAH2 FP inh 11.
For CN(CC(=O)Nc1ccccc1Cl)C(=O)COC(=O)c1ccc(S(=O)(=O)C(F)F)cc1 the results were LYPLA1 counter -2, PAD4 FP inh -1, PME-1 primary -3, PAFAH1B2 FP inh 0, pPAFAH FP inh 7, Fam108B inh 4, GSTO1 inh 0, PAFAH1B3 inh 10 and PAFAH2 FP inh 3.
COc1ccc(-n2c(=S)[nH]c3cc(C(=O)NCc4ccc(F)cc4)ccc3c2=O)c(OC)c1 was read as LYPLA1 counter -2, PAD4 FP inh 2, PME-1 primary 7, PAFAH1B2 FP inh 1, pPAFAH FP inh 2, Fam108B inh -2, GSTO1 inh 1, PAFAH1B3 inh 5 and PAFAH2 FP inh -9.
For CC(C)Cc1nnc(NC(=O)CCC(=O)N2CCOCC2)s1 the results were LYPLA1 counter -1, PAD4 FP inh 0, PME-1 primary 3, PAFAH1B2 FP inh 8, pPAFAH FP inh 4, Fam108B inh 1, GSTO1 inh -2, PAFAH1B3 inh 1 and PAFAH2 FP inh -2.
CC(=O)c1ccc(C(C)(C)c2ccc(C(C)=O)s2)s1 was read as LYPLA1 counter 0, PAD4 FP inh 2, PME-1 primary 0, PAFAH1B2 FP inh 3, pPAFAH FP inh 7, Fam108B inh 2, GSTO1 inh -4, PAFAH1B3 inh 2 and PAFAH2 FP inh 3.
`O=C(/C=N/O)Nc1ccc(F)cc1` gave LYPLA1 counter 2, PAD4 FP inh 1, PME-1 primary 1, PAFAH1B2 FP inh 4, pPAFAH FP inh 4, Fam108B inh 3, GSTO1 inh 1, PAFAH1B3 inh 7 and PAFAH2 FP inh -3.
Screening CCCCNC(=O)Cn1nc([N+](=O)[O-])c([N+](=O)[O-])c1C returned LYPLA1 counter 3, PAD4 FP inh -4, PME-1 primary 2, PAFAH1B2 FP inh -1, pPAFAH FP inh -1, Fam108B inh 2, GSTO1 inh 5, PAFAH1B3 inh 5 and PAFAH2 FP inh 3.
For O=C(CSC(=S)N1CCCC1)N(Cc1nnc(-c2ccccc2Cl)o1)C1CC1 the results were LYPLA1 counter 0, PAD4 FP inh 5, PME-1 primary 6, PAFAH1B2 FP inh 0, pPAFAH FP inh 1, PAFAH1B3 inh 7 and PAFAH2 FP inh 13.
For CC(CCc1ccccc1)NC(=O)CCNS(=O)(=O)c1ccccc1C(F)(F)F (centres undefined) the results were LYPLA1 counter -4, PAD4 FP inh -2, PME-1 primary 1, PAFAH1B2 FP inh 6, pPAFAH FP inh 4, PAFAH1B3 inh 6 and PAFAH2 FP inh -1.
Screening CC(CNS(=O)(=O)c1ccc(Br)cc1)CN(C)C (centres undefined) returned LYPLA1 counter 0, PAD4 FP inh -2, PME-1 primary -10, PAFAH1B2 FP inh 5, pPAFAH FP inh -1, Fam108B inh 2, GSTO1 inh 2, PAFAH1B3 inh 5 and PAFAH2 FP inh 5.
Cc1ccc(NC(=O)c2cccc(S(=O)(=O)N3CCN(C)CC3)c2)cc1F was read as LYPLA1 counter -2, PAD4 FP inh -1, PME-1 primary 1, PAFAH1B2 FP inh 0, pPAFAH FP inh 7, Fam108B inh 2, GSTO1 inh 7, PAFAH1B3 inh -5 and PAFAH2 FP inh 2.
For CCCCCCCCCCCCC/C=C/[C@@H](O)[C@@H](N)CO the results were LYPLA1 counter 0, PAD4 FP inh 2, PME-1 primary -7, PAFAH1B2 FP inh -6, pPAFAH FP inh -3, Fam108B inh 2, GSTO1 inh -2, PAFAH1B3 inh 8 and PAFAH2 FP inh -10.
CCNC(=O)C/C(C)=N/NC(=O)C12CC3CC(CC(C3)C1)C2 was read as LYPLA1 counter -1, PAD4 FP inh -1, PME-1 primary -8, PAFAH1B2 FP inh 3, pPAFAH FP inh -6, Fam108B inh 1, GSTO1 inh 2, PAFAH1B3 inh 12 and PAFAH2 FP inh 5.
COc1cccc(C2CC(=O)Nc3cc(OC)c(OC)c(OC)c32)c1OC (centres undefined) was read as LYPLA1 counter 3, PAD4 FP inh -3, PME-1 primary 6, PAFAH1B2 FP inh 2, pPAFAH FP inh 2, Fam108B inh 3, GSTO1 inh 2, PAFAH1B3 inh -2 and PAFAH2 FP inh 6.
CC(C)N(Cc1ccccc1)C(=O)CC(=O)N(Cc1ccccc1)C(C)C was read as LYPLA1 counter 3, PAD4 FP inh -1, PME-1 primary -9, PAFAH1B2 FP inh 13, pPAFAH FP inh 1, Fam108B inh 2, GSTO1 inh 5, PAFAH1B3 inh 9 and PAFAH2 FP inh 10.
`Cc1cc(/C=C(\C#N)C(=O)NCc2cccs2)c(C)n1-c1ccccc1F` gave LYPLA1 counter -1, PAD4 FP inh -1, PME-1 primary -3, PAFAH1B2 FP inh -4, pPAFAH FP inh 15, Fam108B inh -4, GSTO1 inh -5, PAFAH1B3 inh 0 and PAFAH2 FP inh -3.
For O=S(=O)(c1ccc(F)c(F)c1F)N1CCN(C(=S)NC2CC3CCC2C3)CC1 (centres undefined) the results were LYPLA1 counter 0, PAD4 FP inh 0, PME-1 primary 1, PAFAH1B2 FP inh 4, pPAFAH FP inh 1, Fam108B inh 0, GSTO1 inh 8, PAFAH1B3 inh 0 and PAFAH2 FP inh 7.
Screening Cc1ccc(NC(=O)Cc2noc3ccccc23)nc1 returned LYPLA1 counter 1, PAD4 FP inh 4, PME-1 primary 2, PAFAH1B2 FP inh -4, pPAFAH FP inh 0, Fam108B inh 0, GSTO1 inh 3, PAFAH1B3 inh -12 and PAFAH2 FP inh 5.
Screening COCCCN(C(=O)CSCc1c(C)noc1C)c1c(N)n(Cc2ccccc2)c(=O)[nH]c1=O returned LYPLA1 counter -1, PAD4 FP inh -3, PME-1 primary 1, PAFAH1B2 FP inh 0, pPAFAH FP inh 1, Fam108B inh -1, GSTO1 inh 0, PAFAH1B3 inh 0 and PAFAH2 FP inh 7.
For Cc1ccc(C(=O)CSc2nnc(N)s2)c(C)c1 the results were LYPLA1 counter 0, PAD4 FP inh 3, PME-1 primary -1, PAFAH1B2 FP inh 2, pPAFAH FP inh 1, Fam108B inh 2, GSTO1 inh 19, PAFAH1B3 inh 4 and PAFAH2 FP inh 1.
For Cc1ccc(NC(=O)C2CCCN(S(=O)(=O)c3ccc4[nH]c(=O)ccc4c3)C2)c(C)c1 (centres undefined) the results were LYPLA1 counter 0, PAD4 FP inh -7, PME-1 primary -3, PAFAH1B2 FP inh 4, pPAFAH FP inh -7, Fam108B inh -4, GSTO1 inh -9, PAFAH1B3 inh -3 and PAFAH2 FP inh -8.
For COc1ccc(N2C(=NC(=O)c3ccc(Br)cc3)SC3CS(=O)(=O)CC32)cc1 (centres undefined) the results were LYPLA1 counter 0, PAD4 FP inh 2, PME-1 primary 1, PAFAH1B2 FP inh -1, pPAFAH FP inh 1, PAFAH1B3 inh -1 and PAFAH2 FP inh 2.
Screening Cc1noc(C)c1CSCC(=O)OCc1nnc(-c2ccc([N+](=O)[O-])cc2)o1 returned PAD4 FP inh -1, PAFAH1B2 FP inh 6, pPAFAH FP inh 9, PAFAH1B3 inh 5 and PAFAH2 FP inh 8.
For C=CCc1ccc2oc(C(=O)OCC)cc(=O)c2c1O the results were LYPLA1 counter 1, PAD4 FP inh 4, PME-1 primary 2, PAFAH1B2 FP inh 4, pPAFAH FP inh 4, Fam108B inh 2, GSTO1 inh -38, PAFAH1B3 inh -2 and PAFAH2 FP inh -3.
COc1ccc(S(=O)(=O)N2N=C(c3cccc(NS(C)(=O)=O)c3)CC2c2ccco2)cc1 (centres undefined) was read as LYPLA1 counter -3, PAD4 FP inh -6, PME-1 primary 12, PAFAH1B2 FP inh -1, pPAFAH FP inh 1, Fam108B inh -4, GSTO1 inh 1, PAFAH1B3 inh 7 and PAFAH2 FP inh 1.
Screening CC1(c2ccccc2)NC(=O)N(CC(=O)Nc2ccc(S(N)(=O)=O)cc2)C1=O (centres undefined) returned LYPLA1 counter -3, PAD4 FP inh -2, PME-1 primary 4, PAFAH1B2 FP inh -1, pPAFAH FP inh 4, Fam108B inh 1, GSTO1 inh -3, PAFAH1B3 inh 1 and PAFAH2 FP inh 6.
For CCN(CC)CCN1C(=O)c2oc3ccc(F)cc3c(=O)c2C1c1ccncc1 (centres undefined) the results were LYPLA1 counter 3, PAD4 FP inh 2, PME-1 primary -2, PAFAH1B2 FP inh 3, pPAFAH FP inh 0, Fam108B inh 7, GSTO1 inh 10, PAFAH1B3 inh -4 and PAFAH2 FP inh 0.
For COc1ccc(CN2CCN(C(=O)c3ccccc3F)CC2)c(OC)c1OC the results were LYPLA1 counter -3, PAD4 FP inh 0, PME-1 primary 10, PAFAH1B2 FP inh 5, pPAFAH FP inh -3, Fam108B inh 2, GSTO1 inh 8, PAFAH1B3 inh 6 and PAFAH2 FP inh -2.
For O=C(Nc1ccc(Cc2ccncc2)cc1)c1cccc([N+](=O)[O-])c1 the results were LYPLA1 counter 10, PAD4 FP inh -6, PME-1 primary 1, PAFAH1B2 FP inh 0, pPAFAH FP inh 4, Fam108B inh 0, GSTO1 inh 5, PAFAH1B3 inh -7 and PAFAH2 FP inh 10.
Screening Cc1onc(-c2ccccc2Cl)c1C(=O)Nc1ccccc1 returned LYPLA1 counter 1, PAD4 FP inh -7, PME-1 primary 6, PAFAH1B2 FP inh 6, pPAFAH FP inh 1, Fam108B inh -5, GSTO1 inh 0, PAFAH1B3 inh 6 and PAFAH2 FP inh -1.
`Cc1nc2cc(O)ccc2n1C` gave LYPLA1 counter 0, PAD4 FP inh -1, PME-1 primary 0, PAFAH1B2 FP inh 0, pPAFAH FP inh 2, Fam108B inh 0, GSTO1 inh 8, PAFAH1B3 inh -1 and PAFAH2 FP inh 4.

High-throughput results as filed in PubChem BioAssay.
